# Source: PubChem
# Luc counter: counter-screen: inhibitors of Kinase-Glo firefly luciferase | Q27757 | Kinase-Glo luciferase, ATP luminescence, 8 min | Potency, µM (series often up to 38.3 µM), without a hit: top-dose activity change, negative = inhibition, usual class: inhibitors | hit rate 0.28% among 200,000; further: potency means the concentration at half of the fitted maximal effect; on the % scale 0 is the no-effect control and ±100 the full control effect; nearly all actives have a fitted effect of over 60% in size
#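 Recombinant Kinase-Glo luciferase, 10 uM ATP (linear range), luciferin; imidazole pH 7.2 / KCl / MgCl2 / Tween / BSA buffer; 8 min RT; luminescence.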
# NPSR antagonist: antagonists of human neuropeptide S receptor cAMP signaling | Q6W5P4 | CHO-NPSR cells, cAMP TR-FRET, antagonist mode | Potency, µM (series often up to 38.3 µM), for inactives: top-dose activity change, negative = inhibition, most hits filed as inhibitors | hit rate 1% among 220,000 | AID 1461; further: potency means the concentration at half of the fitted maximal effect; on the % scale 0 is the no-effect control and ±100 the full control effect; nearly all actives have a fitted effect of over 50% in size; many of its hits are not listed in these tables
# Target sequence (Q6W5P4 whole entry, looked up): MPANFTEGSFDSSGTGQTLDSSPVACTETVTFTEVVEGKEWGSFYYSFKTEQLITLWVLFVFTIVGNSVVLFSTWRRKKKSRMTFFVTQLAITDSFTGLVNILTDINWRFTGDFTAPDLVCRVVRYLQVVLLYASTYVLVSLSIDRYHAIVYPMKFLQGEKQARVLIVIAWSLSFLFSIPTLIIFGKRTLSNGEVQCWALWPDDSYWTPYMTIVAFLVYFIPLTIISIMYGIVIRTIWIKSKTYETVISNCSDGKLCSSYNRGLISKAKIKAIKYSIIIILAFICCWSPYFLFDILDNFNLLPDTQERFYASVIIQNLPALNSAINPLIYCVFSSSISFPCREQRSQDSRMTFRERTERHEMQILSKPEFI
# HttQ103 aggreg: reduces HttQ103-GFP aggregates in PC12 cells | hit rate 1.1% among 220,000 | AID 1688 | Potency, µM (series often up to 46.1 µM), for the others: top-dose activity change, negative = inhibition, usual class: inhibitors | PC12 HttQ103-GFP aggregates, Acumen cytometry, 40 h; further: potency means the concentration at half of the fitted maximal effect; on the % scale 0 is the no-effect control and ±100 the full control effect; nearly all actives have a fitted effect of over 60% in size
#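 Ecdysone-promoter PC12 model expressing HTT exon 1 Q103 fused to GFP, induced by tebufenozide at 100 nM final. Compounds titrated; aggregates sized 1–25 µm scored on a 488 nm laser cytometer.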
# CBFb RUNX1 block: blocks binding between human CBF-beta and RUNX1 | Q01196+Q13951 | AID 1477 | 230,000 tested, under 10 active | AlphaScreen CBFb-His/RUNX1-biotin binding, biochemical | Potency, µM (series often up to 59.8 µM), without a hit: at the top dose activity, negative = inhibition, hits mostly inhibitors; further: % of control where 0% means no effect
# Target sequence (Q01196 whole entry, looked up): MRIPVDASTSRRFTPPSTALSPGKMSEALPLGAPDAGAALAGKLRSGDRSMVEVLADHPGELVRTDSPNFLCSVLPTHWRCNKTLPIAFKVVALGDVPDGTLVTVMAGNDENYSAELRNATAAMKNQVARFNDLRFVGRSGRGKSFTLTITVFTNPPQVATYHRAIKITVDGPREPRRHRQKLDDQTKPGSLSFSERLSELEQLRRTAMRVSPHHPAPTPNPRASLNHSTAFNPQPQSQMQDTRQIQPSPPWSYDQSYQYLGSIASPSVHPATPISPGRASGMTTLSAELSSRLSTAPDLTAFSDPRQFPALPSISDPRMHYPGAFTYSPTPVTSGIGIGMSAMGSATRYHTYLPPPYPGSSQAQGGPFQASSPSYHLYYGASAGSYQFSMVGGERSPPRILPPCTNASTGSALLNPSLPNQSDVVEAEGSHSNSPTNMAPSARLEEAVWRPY
# Target sequence (Q13951 whole entry, looked up): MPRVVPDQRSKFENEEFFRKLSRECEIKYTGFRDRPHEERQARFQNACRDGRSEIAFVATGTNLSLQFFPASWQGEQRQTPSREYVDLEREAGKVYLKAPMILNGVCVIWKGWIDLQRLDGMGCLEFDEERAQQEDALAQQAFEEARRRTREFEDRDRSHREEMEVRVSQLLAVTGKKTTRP
#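 CBF-beta (His) and RUNX1 (biotin), 30 nM each; 20 min preassociation; + compound, 15 min; + beads 50 ng each (Ni, streptavidin), 90 min; RT; AlphaScreen read.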
# Epigenetic derep: derepresses silenced GFP reporter in murine cells | murine LDR cells, GFP reporter derepression, 30 h | Potency, µM (series often up to 53.9 µM), for the others: at the top dose GFP activation, usual class: activators | hit rate 0.2% among 280,000 | AID 1865; further: potency means the concentration at half of the fitted maximal effect; % of control where 0% means no effect; nearly all actives have a fitted effect of over 60% in size
#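 Murine LDR cells bearing a silenced CMV-driven GFP reporter were exposed to compound for 30 h at 37 C. After PBS washes, GFP-positive cells (20-120 um objects) counted by laser-scanning microplate cytometry.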
# LMNA splice mod: changes lamin A minigene splicing in HeLa cells; Potency, µM (titrated, usually from 46.1 µM), for the others: at the highest dose ratio change, negative = inhibition, most hits filed as inhibitors; HeLa LMNA splicing GFP/RFP minigene ratio, 48 h; hit rate 0.01% among 200,000; active means well fitted inhibition curve with a large enough effect in the signal ratio, with a control signal flat, not every such curve was filed as active; inconclusive means small, poorly fitted or top-dose-only effect, or effect the other way, or a change in a side signal; the % refers to the signal ratio; further: potency means the concentration at half of the fitted maximal effect; on the % scale 0 is the no-effect control and ±100 the full control effect
#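 S3 HeLa cells stably expressing lamin A-EGFP splicing minigene plus DsRed2, 600 cells/well, 48 h compound exposure at 37C. Laser-scanning cytometry; analysed as GFP (500-530 nm)/RFP (575-640 nm) total intensity ratio; 0.5% DMSO vehicle.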
# IMPase Li inh: IMPase inhibition in cells with lithium potentiation; CHO-M1 cells, IP1 TR-FRET (IP-One), carbachol + lithium; Potency, µM (titrated, usually from 59.4 µM), without a hit: at the top dose activity, negative = IMPase inhibition, most hits filed as inhibitors; hit rate 0.35% among 210,000; AID 1457;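 further: IP1 builds up when IMPase is blocked and the TR-FRET signal falls; potency means the concentration at half of the fitted maximal effect; plate controls were basal vehicle for no effect and high inhibitor control for full effect; nearly all actives have a fitted effect of over 50% in size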
#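 CHO cells stably expressing M1 receptor (2000/well, cultured 16–30 h) treated 30 min at 37C with compound plus low lithium. Cytosolic IP1 by TR-FRET (665/620 ratio and 620 channel) after 10 min lysis; AC50 by Hill fit.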
# The depositor's hits bear a star; u = inconclusive; x = no result given; [ ] = another dose, or the depositor's remark. Unless noted, the call rests on the fitted dose curve; in most records, active means well fitted curve in the direction sought with a large enough effect; inconclusive means small, poorly fitted or top-dose-only effect, or another doubt; inactive means no such curve, though single readings can be large; an effect the other way counts as inactive or inconclusive. This is a subset; count on the stated rates, not on these rows.
SMILES,Luc counter,NPSR antagonist,HttQ103 aggreg,CBFb RUNX1 block,Epigenetic derep,LMNA splice mod,IMPase Li inh
Oc1ccccc1CN1CCC(C(O)(c2ccccc2)c2ccccc2)CC1,0%,9%,3%,6%,0.0%,u,5%
O=C(Nc1ccc(N2CCOCC2)c(Cl)c1)c1cccnc1Cl,1%,-20%[46.1 µM],1%,5%,7.0%,-4%,13%
CCOP(=O)(OCC)C(NC(=O)/C=C/c1ccc(OC)cc1)c1ccccc1 (configuration not stated),x,11%,6%,6%,2.5%,x,-1%
O=c1cc(-c2ccccc2Cl)oc2c(NS(=O)(=O)c3ccccc3OC(F)(F)F)ccc(O)c12,x,u,-1%[9.22 µM],-5%,3.8%,x,x
CCOC(=O)/C=C1\SCC(=O)N1Cc1ccc(Br)cc1,-1%,-5%[46.1 µM],u,u,0.8%,u,1%
Cc1ccc([N+](=O)[O-])c(OCCCN2CCCCCC2)c1,1%,5%,-17%,-7%,1.1%,-8%[46 µM],18%
OC1CCCN(CC(O)c2ccccc2)C1 (configuration not stated),-2%,23%,25%,6%,1.6%,x,-3%
CCOC(=O)c1sc2nc(C)c([N+](=O)[O-])c(COC)c2c1N,x,u,1%[9.22 µM],-14%,-0.2%,x,10%
CCn1c(CCNC(=O)c2ccc(C)cc2)n[nH]c1=S,-3%,-4%,12%,8%,-0.9%,4%,0%
S=c1[nH]nc(COc2ccccc2)n1/N=C/c1ccc(Br)s1,-1%,-17%[46.1 µM],11%,-23%,3.1%,12%,12%[38.3 µM]
Cc1cccc(C)c1N1CCN(S(=O)(=O)c2ccc(F)cc2)CC1,3%,-23%[46.1 µM],u,11%,0.0%,u,38%[activator][38.3 µM]
Cc1ccc(CNC(=O)Cn2cc(C(F)(F)F)ccc2=O)cc1,-31%,27%,3%,-1%,-0.9%,13%,-2%
CCOc1cc(C(=O)OCC(=O)NCc2ccco2)cc(OCC)c1OCC,-6%,-17%[46.1 µM],21%,-28%,0.0%,3%,-12%[38.3 µM]
O=C(CN1CCCCCC1)OCCN=C1NS(=O)(=O)c2ccccc21,-2%,-7%[46.1 µM],-3%,9%,-4.8%,-12%,17%[38.3 µM]
O=C(Nc1nccs1)C1CCN(S(=O)(=O)c2cccs2)CC1,1%,0%,-12%,5%,-0.3%,-1%[46 µM],1%
CN1CCN(S(=O)(=O)c2ccc(N3CCN(C(=O)c4ccccc4)CC3)nc2)CC1,-2%,-10%,34%,23%,-0.8%,x,1%
COc1cc(C(=O)COC(=O)Cc2cnc3sccn23)cc(OC)c1OC,-2%,-15%[46.1 µM],-7%,2%,1.8%,6%,-1%[38.3 µM]
COc1cc2[nH]c(=O)n(CCC(=O)N3CCN(Cc4ccccc4)CC3)c(=O)c2cc1OC,1%,-1%,4%,u,1.2%,4%[46 µM],13%
CCOC(=O)c1ccc(NC(=O)CCc2nc(-c3ccc(Cl)cc3)no2)cc1,-2%,-10%[46.1 µM],-19%,11%,-1.3%,u,36%[activator][38.3 µM]
O=C(O)c1ccccc1SC1CC(=O)N(c2ccc3c(c2)OCO3)C1=O (configuration not stated),5%,9%,-8%,-10%,-3.1%,u,-5%
CSc1ccccc1NC(=O)COc1ccc(S(=O)(=O)N2CCCC2)cc1,-4%,u,-6%,10%,1.7%,0%,25%[38.3 µM]
Nc1ccc2c(c1Cl)C(=O)c1ccc(N)c(Cl)c1C2=O,x,-2%,16%[9.22 µM],-18%,0.0%,u,x
COc1ccc(OCCSc2nc3nc(C)cc(C)n3n2)cc1,-2%,-1%,20%,0%,1.7%,-19%[46 µM],3%
COc1cc(NC(=O)CCC(=O)O)nc(OC)n1,-5%,1%[46.1 µM],12%,-4%,-0.2%,1%,13%[38.3 µM]
COC(C[C@H](O)[C@@H](C)[C@@H](O)COCc1ccccc1)OC,x,16%,-35%[9.22 µM],6%,1.4%,x,x
COc1ccc(OC)c(C2=NOC(C(=O)NCc3ccccn3)C2)c1 (configuration not stated),18%,-13%[46.1 µM],0%,-7%,-1.0%,13%,19%[38.3 µM]
CCOC(=O)Cc1csc(NC(=O)CCC(=O)O)n1,x,-24%,-1%[9.22 µM],-10%,0.0%,x,x
N/C(=N\N=C\c1cccc(O)c1)c1nonc1N,13µM*,-1%,-7%[9.22 µM],10%,-0.5%,-9%[46 µM],-1%
O=C(NCc1ccc(-c2nc3ccccc3s2)cc1)c1ccc(Br)o1,-3%,-3%,-12%,2%,0.9%,-1%,-6%
CN(Cc1ccc(C(C)(C)C)cc1)Cc1cccc2ccccc12,2%[39.9 µM],x,-17%,u,0.2%,u,1%
Cc1nnc(SCc2cc(=O)oc3cc(O)ccc23)n1Cc1ccccc1,-2%,-7%,11%,-3%,0.5%,7%,-7%
COc1cc(C)c(CC/C(C)=C/C=C/C(C)=O)c(C)c1C,0%,x,x,10%,-1.1%,x,26%
Cc1ccc(-c2nn(-c3ccccc3)cc2/C=N/NC(=O)c2ccc(Br)o2)cc1,-2%,7.9µM*,7.1µM*,0%,1.2%,u,19%[38.3 µM]
O=C(CN(CC1CCCO1)C(=O)CNS(=O)(=O)c1ccc(Cl)cc1)NCC1CCCO1 (configuration not stated),-2%,-4%[46.1 µM],-3%,10%,-1.2%,-5%,6%
CCN(CC)C(=O)CSc1nc2ccccc2c(=O)n1-c1ccccc1OC,2%,-7%[46.1 µM],-6%,2%,0.6%,-7%,42%[activator][38.3 µM]
CC(C)(CO)N1CCN(C(=S)Nc2ccccc2)CC1,-4%[7.66 µM],11%,-25%[9.22 µM],0%,2.2%,x,-9%
CCOC(=O)N1CCN(C(=O)c2ccc(CN(c3ccc(C)c(C)c3)S(C)(=O)=O)cc2)CC1,-1%,-8%[46.1 µM],-13%,-4%,0.7%,-15%,-6%[38.3 µM]
Cc1ccc(-c2cc(C(F)(F)F)n3nc(C(=O)Nc4c(C)n(C)n(-c5ccccc5)c4=O)cc3n2)cc1,-4%,-12%[46.1 µM],12%,1%,-1.0%,2%,20%[38.3 µM]
O=C1C=C(NCc2ccco2)CCC1,-5%,0%[46.1 µM],7%,1%,1.1%,8%,-9%[38.3 µM]
CC1=C(C(=O)NC(C)c2ccc3c(c2)OCCO3)C2(CCC(C)CC2)OC1=O (configuration not stated),0%,-12%[46.1 µM],-2%,-2%,-1.0%,-8%,4%
Cc1cc(C)c2c(N)c(C(=O)Nc3nccs3)sc2n1,-10%,-18%[46.1 µM],-3%,18%,-0.1%,u,-24%[38.3 µM]
CC(C)N(c1ccccc1)c1ccc(NC(=S)NCCN(C)C)cc1,3%,-22%,-23%,-12%,1.1%,-18%[46 µM],-1%
CCCCOc1ccc(-c2ncc(C(=O)OCC)c(N)n2)cc1,1%,-26%[46.1 µM],-11%,8%,0.0%,u,29%[38.3 µM]
CC(=O)c1ccc([C@@H]2C[C@]34CN(Cc5cccc(C(F)(F)F)c5)S(=O)(=O)[C@H]3C[C@H]2O4)cc1,x,-37%,2%[9.22 µM],10%,0.0%,x,x
Cc1cc2ncc(C(=O)Nc3ccccc3)c(C)n2n1,-1%,-5%[46.1 µM],-6%,5%,-0.8%,9%,-2%[38.3 µM]
O=C(NCc1ccccc1)NC1(C(=O)Nc2ccc3c(c2)OCCO3)CCCCC1,-3%,-2%[7.67 µM],4%,10%,-2.5%,-1%,2%[38.3 µM]
O=C(COc1ccc([N+](=O)[O-])cc1)Nc1cccnc1,-1%,-16%,-7%[9.22 µM],-3%,2.1%,x,-1%
Cc1nc(-c2c(C(F)(F)F)noc2-c2ccc(O)cc2O)cs1,1%,4%[46.1 µM],u,-2%,0.0%,-12%,1%[38.3 µM]
CCCCNc1ccc(C(CC(N)=O)NC(=O)c2ccccc2)cc1[N+](=O)[O-] (configuration not stated),x,-1%,-8%[9.22 µM],-7%,-1.5%,x,x
COc1cccc(N(C(=O)c2ccco2)c2nc(-c3sc(NC(=O)c4ccco4)nc3C)cs2)c1,-9%,u,-26%,-11%,u,u,5%[38.3 µM]
CCOC(=O)C1CCN(C(=O)c2ccc3c(c2)OCO3)CC1,-2%,-5%[46.1 µM],3%,u,-2.0%,u,-7%[38.3 µM]
COc1ccc(C(=O)NCc2nnc(SCC(=O)N3CCc4ccccc43)n2Cc2ccccc2)cc1,1%,-10%,18%,8%,0.0%,5%,2%
Cc1cc(C)c2c(n1)nn1c(N3CCN(c4ccccc4)CC3)cc(C)nc21,1%,-12%[46.1 µM],27%,2%,-1.1%,-1%,u
CCCCCCCCCCn1ccc(=N)cc1,x,7.9µM*,u,9%,-4.2%,x,x
CSc1nc2c(c(=O)[nH]c(=O)n2C)n1C/C=C(\C)Cl,-1%,-8%[46.1 µM],13%,9%,-0.7%,-3%,-13%[38.3 µM]
Cc1ccc(-n2cc(CNCCCn3ccnc3C)c(-c3ccc(F)cc3)n2)cc1,x,9%,-13%,-1%,1.5%,x,x
O=c1[nH]c(CN2CCCCC2)nc2c1C1(CCCCC1)Cc1ccccc1-2,2%,-6%[46.1 µM],-7%,4%,0.0%,12%,21%[38.3 µM]
CC(Nc1nc(-c2ccc3c(c2)NC(=O)CO3)cs1)c1ccccc1 (configuration not stated),1%,-52%,u,-21%,-1.5%,u,23%
Cc1c(NS(=O)(=O)N2CCCC2)c(=O)n(-c2ccccc2)n1C,-1%,-9%[46.1 µM],6%,5%,0.0%,1%,10%[38.3 µM]
CC1CC(C)CN(S(=O)(=O)c2cccc(C(=O)N3C(=O)c4cccc(N)c4C3=O)c2)C1 (configuration not stated),-2%,1%[46.1 µM],-14%,-10%,3.3%,23%,0%[38.3 µM]
COc1ccc(N2C(=O)C3CCCN3C2c2ccc(C)cc2)cc1Cl (configuration not stated),5%,0%[46.1 µM],-3%,-1%,-1.1%,-3%,-9%[38.3 µM]
COc1cc(NC(=O)Nc2ccc(Cl)c(Cl)c2)c(C(=O)O)cc1OC,x,-13%,10%[9.22 µM],-19%,14%,x,x

# HttQ103 aggreg, entries above that show a hit.
SMILES | NPSR antagonist | HttQ103 aggreg | CBFb RUNX1 block | Epigenetic derep | LMNA splice mod | IMPase Li inh
Cc1ccc(-c2nn(-c3ccccc3)cc2/C=N/NC(=O)c2ccc(Br)o2)cc1 | 7.9µM* | 7.1µM* | 0% | 1.2% | u | 19%[38.3 µM]
